Screening data deposited in PubChem BioAssay by several laboratories.
TLR9-MyD88 block = blocks human TLR9 binding to MyD88; CHO BLA complementation TLR9-MyD88, CCF4 FRET ratio; inhibition, % at 4.98 µM; 340,000 tested, 0.21% active; AID 504734;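 active = inhibition above the mean over all tested compounds plus 3 SD, cut at about 21% in these data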;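 note: 0% = DMSO only wells and 100% = clavulanate BLA inhibitor control wells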
TRAIL sens C8 = caspase-8 TRAIL sensitization | NB7+C8 cells + TRAIL, ATPlite viability luminescence | inhibition (viability loss, TRAIL sensitization), % at 10 µM | 360,000 tested, 1% active | AID 624354;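 active = compounds causing at least 50% loss of cell viability in the single-dose screen, relative to plate controls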
NOD2 RIPK2 PPI = NOD2-RIPK2 protein interaction inhibition | O43353 | CHO BLA complementation NOD2-RIPK2, CCF4 ratio | inhibition, % at 4.98 µM | 360,000 tested, 0.38% active | AID 624267; in the data active = inhibition above about 21%;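 note: 0% = vehicle only and 100% = reference blocker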
SRC2 inh = human SRC2 (NCOA2) inhibition | HEK293 GAL4-SRC2 luciferase reporter, luminescence | inhibition, % at 9 µM | 370,000 tested, 0.17% active;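 active = inhibition above the mean inhibition of all tested compounds plus 3 SD, set per campaign, cut at about 52% in these data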;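 note: 0% = DMSO treated cells and 100% = cells given Gossypol at 36 µM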
Target sequence (Q15596 whole entry, looked up, the tested form may be a part): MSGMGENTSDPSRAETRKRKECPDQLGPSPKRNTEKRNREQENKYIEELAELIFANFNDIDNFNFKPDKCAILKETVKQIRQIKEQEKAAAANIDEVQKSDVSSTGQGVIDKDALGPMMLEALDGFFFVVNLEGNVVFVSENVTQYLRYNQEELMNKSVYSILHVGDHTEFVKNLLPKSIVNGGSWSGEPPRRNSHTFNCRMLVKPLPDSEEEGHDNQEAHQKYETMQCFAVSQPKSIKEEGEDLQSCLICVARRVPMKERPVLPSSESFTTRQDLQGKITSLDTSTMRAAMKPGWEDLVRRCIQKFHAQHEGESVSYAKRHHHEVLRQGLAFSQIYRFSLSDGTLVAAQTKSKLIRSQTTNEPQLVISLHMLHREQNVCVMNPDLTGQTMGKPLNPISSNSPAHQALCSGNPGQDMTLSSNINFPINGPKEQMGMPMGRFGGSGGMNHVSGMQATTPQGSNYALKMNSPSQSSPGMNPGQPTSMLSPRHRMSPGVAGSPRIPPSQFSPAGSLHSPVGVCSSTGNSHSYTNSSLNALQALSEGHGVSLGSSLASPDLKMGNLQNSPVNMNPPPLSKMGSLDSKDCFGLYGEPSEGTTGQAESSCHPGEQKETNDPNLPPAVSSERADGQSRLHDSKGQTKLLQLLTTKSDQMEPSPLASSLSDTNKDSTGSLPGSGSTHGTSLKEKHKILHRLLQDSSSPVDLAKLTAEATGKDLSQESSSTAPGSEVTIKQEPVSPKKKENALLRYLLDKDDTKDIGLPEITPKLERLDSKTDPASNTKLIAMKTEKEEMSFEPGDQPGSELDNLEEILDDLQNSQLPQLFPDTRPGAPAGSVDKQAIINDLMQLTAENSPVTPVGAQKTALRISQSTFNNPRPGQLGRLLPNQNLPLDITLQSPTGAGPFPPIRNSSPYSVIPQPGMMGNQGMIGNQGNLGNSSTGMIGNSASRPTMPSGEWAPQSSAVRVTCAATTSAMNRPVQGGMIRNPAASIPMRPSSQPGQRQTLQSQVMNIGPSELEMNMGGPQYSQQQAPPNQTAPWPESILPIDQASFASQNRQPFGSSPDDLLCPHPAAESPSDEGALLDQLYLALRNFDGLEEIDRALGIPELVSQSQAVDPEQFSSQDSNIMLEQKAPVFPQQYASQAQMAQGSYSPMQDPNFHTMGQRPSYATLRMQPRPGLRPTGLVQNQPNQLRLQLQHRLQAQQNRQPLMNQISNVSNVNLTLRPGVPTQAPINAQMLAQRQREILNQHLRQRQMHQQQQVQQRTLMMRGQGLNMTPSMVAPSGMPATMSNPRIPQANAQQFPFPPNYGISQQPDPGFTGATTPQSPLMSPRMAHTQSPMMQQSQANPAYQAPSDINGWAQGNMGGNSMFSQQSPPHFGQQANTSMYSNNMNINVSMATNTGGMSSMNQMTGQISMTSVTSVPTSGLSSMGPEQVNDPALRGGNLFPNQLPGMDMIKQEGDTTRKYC
Vif inh = blocks HIV Vif function. HEK293T cells, Vif self-association by quenched fluorescence, imaging, 24 h. inhibition, % at 7.49 µM. 340,000 tested, 0.35% active. AID 602346; in the data active = inhibition above about 50%, passing the limit was not always enough; inconclusive = no clear call, values can overlap the other calls; inactive = below about 31%; note: some results filed as inactive read as strong as hits
NCOA3 inh = human NCOA3 inhibition; Q9Y6Q9; HEK293 GAL4-SRC3 luciferase reporter, luminescence; inhibition, % at 3.6 µM; 360,000 tested, 0.17% active; AID 588352;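 active = inhibition above a per-campaign cutoff, the mean of all compounds plus 3 SD, cut at about 60% in these data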;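 note: 0% = DMSO-treated cells and 100% = gossypol-treated cells at 36 µM; higher means less SRC3-driven luciferase light from the GAL4 reporter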
NR5A2 inv ag = suppresses constitutive activity of human LRH-1. 360,000 tested, 0.13% active. inhibition, % at 3.6 µM. O00482. HEK293T StAR-luciferase reporter, LRH-1 transfected, 24 h;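 active = inhibition above the mean inhibition of all tested compounds plus 3 SD, cut at about 73% in these data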;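 note: 0% = DMSO wells and 100% = reporter-only cells lacking LRH-1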
TROY signal inh = blocks TROY-dependent signaling in reporter cells; Q293 LMP1-TROYcd NF-kB luciferase reporter, 4 h; inhibition, % at 10 µM; 360,000 tested, 0.98% active; AID 1347056;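 active = compounds whose plate-normalised and pattern-corrected inhibition of the luciferase reporter signal at the single screening dose is 50% or more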
NR2F2 inh = blocks human COUP-TFII nuclear receptor; P24468; HEK293T NGFI-A luciferase reporter, luminescence; inhibition, % at 8.6 µM; 370,000 tested, 0.7% active;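 active = inhibition above a per-plate cutoff, mean inhibition of test wells between control levels plus 3 SD, cut at about 38% in these data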;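 note: cells cotransfected with COUP-TFII expression vector driving the NGFI-A reporter; 0% = median of COUP-TF2 test wells and 100% = reporter-only cells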
NCOA1 inh = inhibits human SRC1 coactivator | AID 588354 | HEK293 GAL4-SRC1 luciferase reporter, luminescence | inhibition, % at 3.6 µM | 360,000 tested, 0.12% active | Q15788;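 active = inhibition above the campaign mean plus 3 SD, with each screening campaign given its own cutoff, cut at about 60% in these data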;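 note: 0% = DMSO treated cells and 100% = gossypol at 36 µM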
EBV LMP1 NFkB = inhibitors of Epstein-Barr LMP1-induced NF-kappaB reporter. LMP1-induced NF-kappaB luciferase reporter cells, luminescence. 350,000 tested, 0.69% active. inhibition, % at 12.5 µM; in the data active = inhibition above about 41%; inconclusive = no clear call, values can overlap the other calls;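 note: 0% = neutral control wells and 100% = reference inhibitor control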
An asterisk follows results filed as active; ? = inconclusive; · = no result given. Not all compounds are listed, so the mix of outcomes need not match the whole.

item	SMILES	TLR9-MyD88 block	TRAIL sens C8	NOD2 RIPK2 PPI	SRC2 inh	Vif inh	NCOA3 inh
1	CCOc1ccccc1CNS(=O)(=O)c1ccc2c(c1)oc(=O)n2C	-9	-6	-17	11	6	6
2	CS(=O)(=O)c1ccc(Cl)c(NC(=O)COC(=O)c2cccc(S(=O)(=O)N3CCCCC3)c2)c1	-6	-5	-16	1	-2	-3
3	CCC(=O)N1CCc2cc(S(=O)(=O)CCC(=O)NCc3cccs3)ccc21	8	2	-12	-1	3	-2
4	COc1ccccc1OC(=O)c1ccc2nsnc2c1	-2	-5	2	13	-12	13
5	O=c1c2ccccc2nc2n1C(CSc1ccc(Br)cc1)CN2 (stereo unspecified)	-12	4	3	-10	-1	1
6	O=[N+]([O-])c1ccc2nc(-c3ccccc3)cc(-c3ccccc3)c2c1	4	3	-4	7	1	-14
7	COc1ccccc1NC(=O)N1CCc2c([nH]c3ccccc23)C1C(F)(F)F (stereo unspecified)	5	5	3	17	8	18
8	COc1cc(CN2CCC(C(=O)NCC(C)(C)CN(C)C)CC2)ccc1OCc1ccccc1	-4	-7	1	-22	-1	-30
9	N#CCCN(C(=O)COC(=O)C1CCN(c2ccc(C(F)(F)F)cn2)CC1)c1ccc(F)cc1	-10	1	3	-22	·	-48
10	Cc1ccccc1C(=O)NC(=S)NCCN1CCOCC1	6	-5	-2	3	-14	15

item	NR5A2 inv ag	TROY signal inh	NR2F2 inh	NCOA1 inh	EBV LMP1 NFkB
1	-9	-2	-1	-8	1
2	-12	13	2	-5	-2
3	-10	11	-10	-10	-4
4	0	-28	5	0	-6
5	-8	5	15	-1	0
6	0	-2	-25	2	-16
7	-11	7	8	0	3
8	-9	-15	-36	-9	-14
9	-31	-16	-4	-15	6
10	0	16	-9	-2	-8

item	SMILES	TLR9-MyD88 block	TRAIL sens C8	NOD2 RIPK2 PPI	SRC2 inh	Vif inh	NCOA3 inh
11	O=C(CN1CCN(C(=O)c2ccco2)CC1)Nc1ccc(F)cc1F	2	0	-5	-18	?	-20
12	CCn1c2ccccc2c2cc(NC(=O)CSc3nnc(-c4ccc(OC)cc4)n3N)ccc21	-2	-7	-2	11	-1	18
13	CCC(C)(C)C(=O)Nc1nnc(CCc2ccccc2)s1	-2	-8	-12	-29	-2	-79
14	Cc1noc(NS(=O)(=O)c2ccc(NC(=O)c3cc4ccccc4o3)cc2)c1C	-4	-4	-3	-1	37	-9
15	COc1ccc(C2=C(C#N)C(=O)OC2)cc1	4	-9	6	-29	3	-6
16	O=C(Nc1ccccc1)N1C2CCC1CC(O)(c1cccnc1)C2 (stereo unspecified)	-8	7	5	8	10	-19
17	CCOc1ccc(NC(=O)CN2CCN(Cc3c(F)cccc3F)CC2)cc1	-3	-10	-3	-26	-1	0
18	Cc1cc(C)nc(NC(N)=NC2CCCCC2)n1	-8	7	-5	6	·	22
19	O=C(c1cc(-c2cccc(Cl)c2)nc2ccccc12)N1CCN(c2ccccn2)CC1	3	18	-9	11	-6	14
20	CN(C(=O)c1cccc(NC(=O)Cc2cccc(NC(=O)C3CCN(C(=O)c4ccccc4)CC3)c2)c1)C1CC1	0	-2	-13	-13	·	-6

item	NR5A2 inv ag	TROY signal inh	NR2F2 inh	NCOA1 inh	EBV LMP1 NFkB
11	-26	-21	2	4	-2
12	2	8	13	8	8
13	-101	-29	-45	-52	-31
14	4	2	9	0	0
15	14	3	-5	-20	-9
16	6	21	4	-4	-1
17	12	-32	0	1	-8
18	21	-8	19	-8	1
19	-5	0	-1	-13	-3
20	-2	-4	6	-9	-2

From entry 8 to 19, as listed above:
item	SMILES	TLR9-MyD88 block	TRAIL sens C8	NOD2 RIPK2 PPI	SRC2 inh	Vif inh	NCOA3 inh
8	COc1cc(CN2CCC(C(=O)NCC(C)(C)CN(C)C)CC2)ccc1OCc1ccccc1	-4	-7	1	-22	-1	-30
9	N#CCCN(C(=O)COC(=O)C1CCN(c2ccc(C(F)(F)F)cn2)CC1)c1ccc(F)cc1	-10	1	3	-22	·	-48
10	Cc1ccccc1C(=O)NC(=S)NCCN1CCOCC1	6	-5	-2	3	-14	15
11	O=C(CN1CCN(C(=O)c2ccco2)CC1)Nc1ccc(F)cc1F	2	0	-5	-18	?	-20
12	CCn1c2ccccc2c2cc(NC(=O)CSc3nnc(-c4ccc(OC)cc4)n3N)ccc21	-2	-7	-2	11	-1	18
13	CCC(C)(C)C(=O)Nc1nnc(CCc2ccccc2)s1	-2	-8	-12	-29	-2	-79
14	Cc1noc(NS(=O)(=O)c2ccc(NC(=O)c3cc4ccccc4o3)cc2)c1C	-4	-4	-3	-1	37	-9
15	COc1ccc(C2=C(C#N)C(=O)OC2)cc1	4	-9	6	-29	3	-6
16	O=C(Nc1ccccc1)N1C2CCC1CC(O)(c1cccnc1)C2 (stereo unspecified)	-8	7	5	8	10	-19
17	CCOc1ccc(NC(=O)CN2CCN(Cc3c(F)cccc3F)CC2)cc1	-3	-10	-3	-26	-1	0
18	Cc1cc(C)nc(NC(N)=NC2CCCCC2)n1	-8	7	-5	6	·	22
19	O=C(c1cc(-c2cccc(Cl)c2)nc2ccccc12)N1CCN(c2ccccn2)CC1	3	18	-9	11	-6	14

item	NR5A2 inv ag	TROY signal inh	NR2F2 inh	NCOA1 inh	EBV LMP1 NFkB
8	-9	-15	-36	-9	-14
9	-31	-16	-4	-15	6
10	0	16	-9	-2	-8
11	-26	-21	2	4	-2
12	2	8	13	8	8
13	-101	-29	-45	-52	-31
14	4	2	9	0	0
15	14	3	-5	-20	-9
16	6	21	4	-4	-1
17	12	-32	0	1	-8
18	21	-8	19	-8	1
19	-5	0	-1	-13	-3

New compounds follow.
item	SMILES	TLR9-MyD88 block	TRAIL sens C8	NOD2 RIPK2 PPI	SRC2 inh	Vif inh	NCOA3 inh
21	Cc1ccc(C(C)n2cc(C(=O)NCc3cccnc3)nn2)cc1 (stereo unspecified)	3	-10	3	-1	·	11
22	CCc1nc2ccc(C(=O)N3CCCC(C(N)=O)C3)cn2c1N(C)Cc1ccc(OC)cc1 (stereo unspecified)	·	4	-9	9	-3	-30
23	COc1ccccc1C(=O)COC(=O)c1cc(=O)[nH]c2ccccc12	-3	4	-4	-20	9	-16
24	COc1ccc(-c2oc(=O)c3cc(OC)c(OC)cc3c2C#CCCCO)cc1	-2	5	10	-7	24	-20
25	O=C(COc1ccccc1F)NCC(c1ccc(F)cc1)N1CCOCC1 (stereo unspecified)	1	-2	-2	7	23	11
26	O=C(Nc1ccc(F)cc1)c1cccnn1	0	-6	8	8	-4	4
27	S=c1[nH]c(-c2ccccc2)cn1/N=C/c1ccncc1	6	4	-1	-3	-4	-18
28	COc1ccc(N2C(=O)CC(N3CCC(O)(c4ccc(Cl)cc4)CC3)C2=O)cc1 (stereo unspecified)	7	-19	-15	3	-1	9
29	O=C(COc1ccc(Cl)cc1)NCc1nnc(SCC(=O)NC2CCCC2)o1	3	5	-6	-4	-6	-4
30	Nc1c(Cl)cc(-c2csc(NCCc3nc4cc(Cl)c(Cl)cc4n3CCCO)n2)cc1Cl	-10	17	5	-14	-3	-11

item	NR5A2 inv ag	TROY signal inh	NR2F2 inh	NCOA1 inh	EBV LMP1 NFkB
21	30	-14	1	-9	-7
22	-3	-3	24	12	·
23	-19	-34	1	-27	3
24	10	1	-10	-8	-17
25	-11	0	7	9	2
26	4	8	-19	-2	36
27	-3	44	16	-23	-11
28	-19	25	9	2	-1
29	3	-10	3	4	2
30	-3	15	-1	-28	0

item	SMILES	TLR9-MyD88 block	TRAIL sens C8	NOD2 RIPK2 PPI	SRC2 inh	Vif inh	NCOA3 inh
31	COc1cccc(-c2ccc3ncnc(NCc4cccnc4)c3c2)c1	-5	-10	9	26	-13	33
32	CCCc1nnc(NC(=O)CCC(=O)NCCc2ccc(OC)c(OC)c2)s1	6	-10	-3	-19	-1	2
33	CCOc1cc(/C=N/NC(=O)CNc2ccc(C)cc2)ccc1OC(=O)c1ccccc1	0	3	-11	-23	27	2
34	COc1cc(OC)cc(C(=O)N2CCC(C(=O)c3ccc(F)cc3)CC2)c1	3	-1	-2	2	-1	-13
35	Cc1cc(Br)cn2c(Cc3ccsc3)c(-c3ccc(C#N)cc3)nc12	·	10	1	·	18	8
36	CCN(CC)S(=O)(=O)c1ccc(NC(=S)Nc2ccccc2)cc1	-3	-5	-3	-35	-13	4
37	CCC(=O)Nc1ccc(/C(C)=N\NS(=O)(=O)c2ccc(C)cc2)cc1	5	-5	2	-22	-1	-19
38	COc1ccc(S(=O)(=O)N2CCN(CC(=O)c3ccc(O)c(O)c3)CC2)cc1	-13	26	0	-5	3	-12
39	COc1ccc(NC2=CC(=O)CC(C)(C)C2)cc1	-6	-2	3	-4	13	3
40	COc1ccc(OC)c(NC(=O)c2ccccc2SC)c1	5	3	10	-12	4	-2

item	NR5A2 inv ag	TROY signal inh	NR2F2 inh	NCOA1 inh	EBV LMP1 NFkB
31	4	45	27	33	19
32	-1	13	-12	5	3
33	-11	-19	-2	-13	-21
34	-4	-1	-1	-9	1
35	-5	-7	·	4	·
36	17	-37	21	-5	-9
37	-25	-15	0	-4	-12
38	-14	-3	-8	-25	-4
39	-3	-18	-2	4	0
40	21	1	2	7	-4

item	SMILES	TLR9-MyD88 block	TRAIL sens C8	NOD2 RIPK2 PPI	SRC2 inh	Vif inh	NCOA3 inh
41	COC(=O)c1cc2ccsc2n1Cc1cccc(F)c1	-9	-10	-3	-3	-5	-15
42	O=C(Nc1nccs1)c1ccc(S(=O)(=O)c2ccccc2)cc1	2	21	-6	-23	11	3
43	CCCCNC(=O)C(NC(=O)c1ccc(-c2ccccc2)cc1)C(=O)c1ccccc1 (stereo unspecified)	·	-3	-17	-27	·	·
44	Cc1ccc(-c2csc(C(O)c3cccc(Cl)c3)n2)cc1C (stereo unspecified)	·	-3	2	9	-4	-3
45	Cc1cc(C)c2c(N=NN(C)C)[nH]nc2n1	-1	-1	5	-14	-3	15

item	NR5A2 inv ag	TROY signal inh	NR2F2 inh	NCOA1 inh	EBV LMP1 NFkB
41	8	-12	-20	-12	-20
42	-16	8	10	-15	-4
43	-28	·	0	·	·
44	-16	3	5	6	·
45	-12	-8	-5	6	-3
